From PubChem
MRP resist rev – reverses drug resistance mediated by MRP; actives 0.04% (n = 85,000); H69AR cells + 2 uM doxorubicin, CellTiter-Glo, 72 h; differential viability (reversal), % at 10 µM;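 active = viability drop by adding the cancer drug above about 55%, with treated viability meeting a 40% cutoff, limit read from the data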;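 also: viability without doxorubicin minus viability with 2 µM doxorubicin for each compound; larger differential means the compound sensitizes cells more to doxorubicin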
IL1B NFkB pot – enhances IL-1B driven NFkB nuclear translocation. HUVEC IL-1B NFkB p65 nuclear translocation imaging. activation, % at 2 µM. actives 0.3% (n = 94,000). AID 819;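 active = activation above 40%, about the mean plus 3 SD, also judged a hit on visual image review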;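 also: percent activation is computed from the nuclear over cytoplasmic p65 intensity ratio; values of inactives mirror those of a sister screen read the other way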
IL1B NFkB inh – blocks IL-1B driven NFkB nuclear translocation in HUVEC cells | HUVEC IL-1B NFkB p65 nuclear translocation imaging | inhibition, % at 2 µM | actives 0.43% (n = 94,000) | AID 796;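 active = inhibition above about 30% together with a positive call from visual inspection of the well image, limit read from the data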;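 also: nuclear over cytoplasmic p65 intensity ratio measured by imaging; 0% = IL-1B stimulated DMSO wells and 100% = unstimulated DMSO wells; values of inactives mirror those of a sister screen read the other way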
PLAP inhibitors HTS – inhibition of human placental alkaline phosphatase – biochemical, luminescence, HTS (AID 690). purified PLAP, luminescent substrate; higher % means a stronger effect. inhibition, % at 20 µM; hits with a dose series show IC50 in µM. actives 0.08% (n = 96,000); in the data active = a potency from the dose series; inactive = the rest, 99 in 100 with inhibition below about 30%; also: strong numbers were not always called active
Bcl-B TR3 displacers – displacers of TR3 peptide from Bcl-B, primary screen, selectivity assay for Bfl-1 inhibitor project, biochemical, fluorescence polarization; AID 748; FP displacement of FITC-TR3 peptide from Bcl-B; higher % means a stronger effect; displacement, % at 20 µM, or IC50 in µM where a hit was titrated; actives 0.11% (n = 96,000);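 active = displacement above 50% at 20 µM plus a fluorescence interference ratio under 1.5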;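 also: plate controls were wells without compound for no effect and wells lacking Bcl-B protein for full effect; a part of the inactive calls stands beside numbers as strong as those of hits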
MRP resist rev cytotoxicity – further read-out of MRP resist rev, marked with its call; viability, %; H69AR cells, CellTiter-Glo, 72 h; measured here: cytotoxicity without doxorubicin
MRP resist rev with doxorubicin – second read-out of MRP resist rev, no call of its own (marks repeat the call); viability, %; measured here: viability with 2 uM doxorubicin; active compounds read low
IL1B NFkB inh cell count 2 µM – second read-out of IL1B NFkB inh, no call of its own (marks repeat the call); cell count; measured here: cells passing quality filter;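 raw number of nuclei counted in each imaged well without normalization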
IL1B NFkB pot cell count 2 µM – recorded beside IL1B NFkB pot, whose call it bears; cell count; measured here: cells passing quality filter
Numbers without * were called inactive; . = not tested or not shown. Some of the compounds tested (hit frequency here may not be typical).

SMILES	MRP resist rev	MRP resist rev cytotoxicity	MRP resist rev with doxorubicin	IL1B NFkB pot	IL1B NFkB pot cell count 2 µM	IL1B NFkB inh	IL1B NFkB inh cell count 2 µM	PLAP inhibitors HTS	Bcl-B TR3 displacers
O=C1NC(=O)C(c2cn(-c3ccccc3)nc2-c2ccc(F)cc2)N1 (stereo unspecified)	9.5	96.7	87.2	-1.9	141	1.9	141	0.1%	-12.9%
Cc1ccc(Cn2c(=O)c3c(nc4n3CCCN4Cc3ccccc3)n(C)c2=O)cc1	-26.2	61.1	87.2	-2.0	90	2.0	90	-11.1%	-4.1%
COc1ccc(-n2nc3c(c2NC(=O)C2CC2)CS(=O)C3)cc1 (stereo unspecified)	0.7	95.4	94.7	3.0	155	-3.0	155	9.4%	-2.7%
O=C(N/C(=C/c1ccco1)C(=O)N1CCCCC1)c1cccs1	.	.	.	5.5	134	-5.5	134	12.0%	-2.9%
CCOc1ccc2oc(-c3ccccc3)c(C(=O)N3CCN(CCO)CC3)c2c1	-4.2	91.2	95.4	-15.3	59	15.3	59	-39.7%	-0.2%
CCOC(=O)C1=C(C)NC2=C(C(=O)CCC2)C1c1cn(Cc2ccc(Cl)cc2Cl)nc1-c1ccccc1 (stereo unspecified)	.	.	.	-0.7	161	0.7	161	-67.2%	1.8%
CO/N=C(\CS(=O)(=O)Cc1ccc(OC)cc1)c1ccc(Cl)cc1	.	.	.	-9.3	125	9.3	125	5.3%	-10.8%
Cc1ccccc1C(=O)N1CCN(c2ccc(NC(=O)CSc3ccc(Cl)cc3)cc2)CC1	.	.	.	13.8	171	-13.8	171	-31.4%	-9.3%
CC1CN(C2CCN(S(=O)(=O)c3ccc(F)cc3)CC2)CC(C)O1 (stereo unspecified)	0.9	84.6	83.7	21.4	188	-21.4	188	5.3%	51.0%
CCC(C)(C)n1nnnc1C(c1ccccn1)N1CCN(c2cccc(OC)c2)CC1 (stereo unspecified)	-14.7	75.7	90.4	-7.3	75	7.3	75	.	.
O=S(=O)(c1cc(Cl)ccc1Cl)N1CCN(Cc2ccc3c(c2)OCO3)CC1	-0.5	99.8	100.3	22.1	164	-22.1	164	-15.8%	1.3%
COc1cc2[nH]c(=O)n(CCC(=O)NC3CCN(Cc4ccccc4)CC3)c(=O)c2cc1OC	1.6	83.0	81.4	.	.	.	.	-69.0%	-4.4%
COc1cccc(Oc2cn[nH]c2-c2ccc(OC)cc2O)c1	-24.5	8.1	32.6	-9.9	86	9.9	86	-117.4%	5.4%
O=C(O)CSc1nnnn1-c1ccc2c(c1)OCCO2	.	.	.	6.9	173	-6.9	173	1.3%	-3.8%
CCCn1c(=O)c(Cc2ccccc2)c(O)c2ccccc21	-5.0	94.1	99.0	.	.	.	.	-8.5%	2.2%
O=C(O)[C@@H]1CCCN1c1ncnc2sc3c(c12)CCC3	-1.8	86.5	88.3	-5.1	136	5.1	136	-9.9%	-2.7%
O=C(COC(=O)c1ccccn1)Nc1c(Cl)cccc1Cl	-4.9	89.8	94.8	-1.9	85	1.9	85	1.0%	6.6%
CCOC(=O)c1c(C)[nH]c(C)c1C(=O)Cn1nnc(-c2ccccc2C)n1	4.2	75.8	71.7	-12.1	198	12.1	198	.	-6.3%
c1ccc(-c2noc(-c3cccnc3)n2)cc1	75.4	143.1	67.8	4.2	75	-4.2	75	7.6%	-3.8%
Nc1nc(SCCOc2ccccc2)n[nH]1	-24.4	68.8	93.2	3.9	161	-3.9	161	-98.7%	2.0%
O=C1C2C3CCCC3=C3CCCC3C2C(=O)N1c1ccc(Cl)cc1 (stereo unspecified)	7.8	87.6	79.8	6.1	150	-6.1	150	-11.0%	3.4%
COCC(C)n1c(C)cc(C(=O)Cn2c(=O)oc3ccccc32)c1C (stereo unspecified)	10.4	93.7	83.2	-2.4	108	2.4	108	0.5%	12.1%
COc1ccc(CNCc2ccco2)cc1OCc1ccccc1	.	.	.	-12.1	102	12.1	102	9.1%	33.2%
CSc1nc(-c2ccccc2)ccc1C(N)=O	17.8	86.9	69.2	32.4	156	-32.4	156	14.7%	-3.0%
Cc1cc(=O)oc2cc(OCC3CC(c4ccc(N(C)C)cc4)=NO3)ccc12 (stereo unspecified)	-2.3	63.8	66.0	12.6	125	-12.6	125	21.7%	2.8%
O=C(NN=C1c2ccccc2-c2ccccc21)c1ccccc1Br	.	.	.	10.6	118	-10.6	118	-8.1%	7.0%
CCc1nnc(N/N=C/c2c(Cl)cccc2Cl)n1N	.	.	.	0.2	125	-0.2	125	19.1%	-2.4%
Cc1ccc2nc(-c3ccccc3)cc(C(=O)NCCCn3ccnc3)c2c1	.	.	.	-6.0	178	6.0	178	-8.8%	-3.7%
CCCC(=O)C1=C(c2ccccc2)C(C#N)(C#N)C(C#N)=C1N	2.0	88.6	86.6	16.7	185	-16.7	185	-13.6%	-3.9%
CC1(C(=O)CSc2ncn[nH]2)CCC(=O)O1 (stereo unspecified)	-10.4	85.4	95.8	4.5	173	-4.5	173	-32.6%	10.3%

Three compounds from above, sorted by the number in Bcl-B TR3 displacers, largest number first.
molecule	IL1B NFkB pot	IL1B NFkB pot cell count 2 µM	PLAP inhibitors HTS	Bcl-B TR3 displacers
O=C(COC(=O)c1ccccn1)Nc1c(Cl)cccc1Cl	-1.9	85	1.0%	6.6%
O=C(O)[C@@H]1CCCN1c1ncnc2sc3c(c12)CCC3	-5.1	136	-9.9%	-2.7%
CCOC(=O)c1c(C)[nH]c(C)c1C(=O)Cn1nnc(-c2ccccc2C)n1	-12.1	198	.	-6.3%

Remaining list, next part
SMILES	MRP resist rev	MRP resist rev cytotoxicity	MRP resist rev with doxorubicin	IL1B NFkB pot	IL1B NFkB pot cell count 2 µM	IL1B NFkB inh	IL1B NFkB inh cell count 2 µM	PLAP inhibitors HTS	Bcl-B TR3 displacers
COC(=O)CSc1nc2ccc(NC(=O)CSc3nnnn3Cc3ccccc3)cc2s1	-0.2	90.6	90.8	15.1	119	-15.1	119	12.8%	-36.8%
COc1ccccc1NC(=O)Cc1noc(CN(C)Cc2cccs2)n1	-5.3	89.2	94.5	1.5	182	-1.5	182	-43.4%	-5.7%
CC(=O)Nc1ccc(S(=O)(=O)n2nc(C)cc2C)cc1	3.8	92.8	89.0	28.0	114	-28.0	114	-28.0%	-1.7%
O=C(N/N=C/c1ccc(Cl)c([N+](=O)[O-])c1)c1ccc2nc[nH]c2c1	.	.	.	-14.4	190	14.4	190	-23.7%	10.0%
CCCc1sc(N/N=C/c2ccccn2)nc1-c1ccc(F)cc1	-10.7	13.1	23.8	15.0	149	-15.0	149	.	.
CN(CC(=O)Nc1c(Cl)cccc1Cl)C(=O)CCCN1C(=O)c2ccccc2C1=O	.	.	.	19.1	156	-19.1	156	-72.6%	.
CC(=O)NN1C(=O)c2ccc(Oc3cccc([N+](=O)[O-])c3)cc2C1=O	.	.	.	-1.7	168	1.7	168	10.1%	-6.0%
CCOC(=O)c1ccc(NC(=O)CSc2nc(C)nc3c2c(=O)n(C)c(=O)n3C)cc1	14.8	90.3	75.6	.	.	.	.	-16.4%	-4.1%
O=C(Cc1c[nH]c2ccccc12)OCC(=O)c1ccccc1	-4.9	86.7	91.6	-11.6	177	11.6	177	-6.9%	-8.4%
COc1cc(NC(=O)COc2ccc(-n3cnnn3)cc2)c(OC)cc1Cl	-0.9	43.1	44.1	19.9	146	-19.9	146	13.6%	20.3%
Cc1ccc2nc(N3CCN(C(=O)c4cccs4)CC3)c(C#N)cc2c1	-13.4	62.8	76.1	.	.	.	.	-19.5%	3.6%
CCCCOC(=O)CSc1nnc(N)s1	-10.0	105.4	115.4	-5.1	95	5.1	95	13.7%	-0.1%
COc1cc(C2=NOC(C(=O)NCc3ccco3)C2)cc(OC)c1OC (stereo unspecified)	-13.4	24.8	38.2	-12.2	110	12.2	110	-13.8%	-0.2%
Cc1nn(-c2ccccc2)c2sc(C(=O)N(CC(=O)NC(C)(C)C)Cc3ccco3)cc12	-24.4	50.4	74.8	0.8	75	-0.8	75	-43.8%	-5.2%
CCN1C(=O)S/C(=C\c2ccc(N3CCOCC3)cc2C)C1=O	.	.	.	.	.	.	.	1.3%	-59.0%
Cc1ccc(S(=O)(=O)N2CCCN(S(=O)(=O)c3ccc(C)c(C)c3)CC2)cc1C	.	.	.	27.1	173	-27.1	173	23.3%	-11.3%
O=C/C(=C\Nc1ccccn1)c1nc2ccccc2o1	-9.1	69.5	78.6	-0.8	147	0.8	147	.	.
COc1ccc(-n2nnnc2SCC(=O)N2CCCc3ccccc32)cc1OC	3.9	94.8	91.0	5.6	112	-5.6	112	.	.
COc1cc(SC)ccc1C(=O)Nc1ccon1	13.4	90.2	76.8	2.1	157	-2.1	157	-0.8%	0.0%
COc1ccccc1C(=O)Nc1ncc2c(n1)CC(c1ccco1)CC2=O (stereo unspecified)	5.2	86.8	81.6	-5.5	162	5.5	162	-46.3%	30.5%
Brc1ccc(CSc2ncn[nH]2)cc1	-2.8	106.4	109.2	-4.0	148	4.0	148	-74.0%	-0.2%
CC(=O)Nc1nc(CC(=O)c2ccccc2)cs1	-1.7	90.1	91.8	.	.	.	.	-2.3%	-2.3%
CCNC(=O)c1ccccc1NC(=O)c1cccc(S(=O)(=O)N2CCC(C)CC2)c1	.	.	.	3.1	125	-3.1	125	8.4%	-5.0%
COc1ccc(CNc2nc3ccccc3n2CCN2CCOCC2)cc1	-7.5	64.6	72.1	3.0	110	-3.0	110	.	.
CC1(C)C(=O)Nc2ccccc2N1C(=O)CN1C(=O)c2ccccc2C1=O	7.2	103.2	96.0	-3.0	216	3.0	216	13.8%	9.7%
Cc1sc(NC(=S)NC(=O)c2ccc(C(C)(C)C)cc2)c(C#N)c1C	9.3	82.7	73.3	-3.1	135	3.1	135	-26.3%	-56.1%
Cc1ccc(S(=O)(=O)NCC(=O)N(CCc2ccccc2)CC(=O)NCc2ccco2)cc1	1.0	78.9	77.9	37.7	137	-37.7	137	-73.2%	-6.0%
CCc1ccc(NC(=O)Nc2cccs2)cc1	6.0	113.3	107.4	20.8	194	-20.8	194	14.8%	13.0%
Cc1cccc(N2CCCn3c2nc2c3c(=O)n(CC(=O)OCc3ccccc3)c(=O)n2C)c1	-12.6	76.0	88.5	.	.	.	.	-67.2%	-7.1%
Cc1ccc(-c2nnc(N(C)C(=O)C3CCCO3)s2)cn1 (stereo unspecified)	5.8	106.8	100.9	.	.	.	.	-5.0%	29.7%
Cn1nc(-c2ccc(Cl)cc2)c2cc(C(=O)N3CCN(c4ccccc4)CC3)sc21	3.2	80.0	76.8	-4.9	157	4.9	157	-31.3%	-33.4%
CCCSc1nnc(-c2c[nH]c3ccccc23)n1CC	12.9	100.0	87.1	.	.	.	.	-5.6%	-1.3%
C=CCSc1nnc(-c2ccccc2NC(C)=O)c(=O)[nH]1	-11.8	99.2	111.0	-0.1	160	0.1	160	.	.
Cc1ccc(S(=O)(=O)N2CCN(C(=O)CSc3nnnn3C)C2)cc1	-0.9	92.4	93.3	21.1	111	-21.1	111	12.3%	-8.3%
COC(=O)c1ccccc1NC(=O)CN1CCC(NC(=O)c2ccc(C)cc2)CC1	-0.8	40.9	41.7	8.8	124	-8.8	124	-13.7%	-1.2%
O=C(CNS(=O)(=O)c1ccc(F)cc1)N1CCN(c2ccccc2)CC1	29.6	106.8	77.2	31.6	114	-31.6	114	15.2%	-6.5%
COc1ccc(C)cc1NC(=O)CN(C)S(=O)(=O)c1cccs1	-1.6	85.4	87.0	17.5	157	-17.5	157	-8.7%	-14.4%
COc1cc2ccc(=O)oc2c(O)c1OCC=C(C)C	-19.0	36.7	55.8	-16.6	139	16.6	139	4.6%	-4.4%
Cn1c(SCC(=O)N2CCCc3ccccc32)nnc1-c1ccccc1	2.2	93.0	90.7	24.0	214	-24.0	214	-7.0%	0.8%
